Screens: PubChem, National Center for Advancing Translational Sciences (NCATS)
N370S GC – N370S glucocerebrosidase modulation, Gaucher chaperone candidate; P04062; N370S GC spleen homogenate, 4MU-glucoside fluorescence; Potency, µM (titrated, usually from 59.4 µM), for inactives: top-dose activity change, negative = inhibition, usual class: inhibitors; 0.092% of 330,000 active; AID 2101;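 further: 0% = full enzyme activity and -100% = no enzyme basal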
GCN5L2 inh – GCN5L2 (KAT2A) acetyltransferase inhibition | Potency, µM (doses to about 58.9 µM), without a hit: at the top dose activity change, negative = inhibition, usual class: inhibitors | Q92830 | GCN5L2 HAT assay, ThioGlo1 CoA-SH fluorescence | 0.21% of 390,000 active
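Compounds, pin-transferred from DMSO stocks, meet 20nM GCN5L2 for 15 min before the reaction begins with H3(1-25) peptide (75uM) and acetyl-CoA (70uM). Thiol-reactive ThioGlo1 reports CoA release over 20 min at room temperature.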
FEN1 inh – blocks human flap endonuclease 1; Potency, µM (series often up to 114 µM), for inactives: at the highest dose activity change, negative = inhibition, usual class: inhibitors; AID 588795; 0.35% of 390,000 active; P39748; Recombinant FEN1 flap cleavage, fluorescence, 15 min; further: nearly all actives have a fitted effect of over 65% in size
Target sequence (P39748 whole entry, looked up): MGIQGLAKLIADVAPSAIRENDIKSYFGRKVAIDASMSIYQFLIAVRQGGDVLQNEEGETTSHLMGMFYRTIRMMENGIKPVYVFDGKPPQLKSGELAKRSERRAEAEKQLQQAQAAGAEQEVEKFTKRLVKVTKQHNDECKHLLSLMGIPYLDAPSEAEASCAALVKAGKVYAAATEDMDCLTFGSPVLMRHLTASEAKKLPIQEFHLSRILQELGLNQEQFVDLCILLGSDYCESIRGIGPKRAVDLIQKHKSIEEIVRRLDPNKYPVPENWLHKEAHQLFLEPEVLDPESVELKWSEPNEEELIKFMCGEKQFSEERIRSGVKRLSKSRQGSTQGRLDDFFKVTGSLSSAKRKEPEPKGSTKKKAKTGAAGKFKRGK
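Compounds are tested as a concentration series against 10 nM FEN1; after a 15 min room-temperature preincubation, 50 nM substrate starts cleavage, with plate reads at 0 and 15 min. Normalized responses are fitted by a Hill equation.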
* hit, by the source's call; ? = inconclusive; . = no result given; [ ] = another dose, or the depositor's remark. The call rests on the fitted dose curve; in most records, active means well fitted curve in the direction sought with a large enough effect; inconclusive means small, poorly fitted or top-dose-only effect, or another doubt; inactive means no such curve, though single readings can be large; an effect the other way counts as inactive or inconclusive. Unless noted, on the % scale 0 is the no-effect control and ±100 the full control effect; potency means the concentration at half of the fitted maximal effect.

Molecule	N370S GC	GCN5L2 inh	FEN1 inh
C=CCn1c(=NC(=O)C2CCCCC2)sc2cc(NC(C)=O)ccc21	0.6%	1.9%	-11.9%
CC1(OC(=O)CCc2ccccc2)C(=O)C=C2C=C(c3ccc(C#N)cc3)N(CCc3ccccn3)C=C2C1=O (stereo unspecified)	-4.1%[12.8 µM]	-27.7%	7.0%
CCOc1ccc(OCCNCc2ccc(OC(C)C(=O)N(C)C)c(OCC)c2)cc1 (stereo unspecified)	-11.4%	17.6%	-1.7%
O=C(/C=C/c1ccccc1)Nc1ccc(Cl)cn1	6.1%	-9.1%	-13.5%
N#CCSc1nnc(-c2ccc(F)cc2)n1N	-10.3%	0.2%	-0.2%
Cc1cccc(N2CCN(S(=O)(=O)c3c(C(=O)N4CCCCC4)c(C)n(C)c3C)CC2)c1C	16.5%	-25.0%	13.8%
N=c1ccn(Cc2ccc(Cl)c(Cl)c2)cc1	-14.3%[2.35 µM]	-2.3%	6.3%
CCOC(=O)C(NC(C)=O)C(=O)Nc1c(C)cccc1C (stereo unspecified)	3.5%	-1.7%	5.6%
O=c1c(-c2cc(F)cc(F)c2)nc2cnc(N3CCOCC3)nc2n1CCc1ccccc1	5.5%	-11.9%	.
CCNC(=O)N1C(=O)C2(OCCO2)c2cc(Br)ccc21	6.5%	-2.0%	-2.8%

(further entries)
Molecule	N370S GC	GCN5L2 inh	FEN1 inh
COc1ccc(C(=O)NN)cc1	-10.9%	-18.4%	-0.6%
O=C(COCC(=O)N1CCOCC1)N1CCOCC1	-17.1%	-17.5%	-8.5%
COC(=O)C1CCN(C(=O)c2ccc(SC)cc2OC)CC1	-4.3%	-2.0%	-8.7%
Cc1cccc(Oc2nc3ccccn3c(=O)c2/C=C(\C#N)C(=O)NC2CCS(=O)(=O)C2)c1 (stereo unspecified)	8.0%	-1.1%	-7.3%
COc1cc(/C=C2/C(=O)CNC2=O)ccc1O	-16.0%	-21.5%	-2.2%
CCCCOc1ccc(Cc2c(Cl)nc(SC)nc2N2CCOCC2)cc1	6.4%	-3.6%	-4.7%
COc1ccccc1CCC(=O)OC(C)C(=O)Nc1c(C)n(C)n(-c2ccccc2)c1=O (stereo unspecified)	-0.8%	-4.9%	7.0%
Cc1csc(SCC(=O)NC2CCC(C)CC2)n1 (stereo unspecified)	0.5%	-7.4%	9.2%
COc1ccc(C(CC(=O)c2ccc(O)cc2)S(=O)(=O)c2ccc(C)cc2)cc1 (stereo unspecified)	-19.4%	-0.7%	-16.9%
Cc1onc(-c2ccccc2)c1C(=O)N/N=C/c1ccco1	8.5%	3.7%	10.4%

Continuation.
Molecule	N370S GC	GCN5L2 inh	FEN1 inh
Cc1cc(Nc2ccccc2)nn1C(=O)c1ccccc1	0.9%	-13.7%	-10.7%
COc1ccccc1NC(=O)CN1CCC(n2nnc3cc(F)ccc32)CC1	-4.7%	-8.0%	-3.1%
Cc1c(Cl)cccc1NC(=O)CN1C(=O)COc2ccc(S(=O)(=O)Nc3ccccc3)cc21	.	0.0%	-1.9%
CC1CCN(S(=O)(=O)c2ccc(NC(=O)CCNC(=O)c3ccc(Cl)cc3)cc2)CC1	-6.2%	?	-0.4%
Cc1cccc(N2CCN(C(=S)c3ccc(-c4ccccc4[N+](=O)[O-])o3)CC2)c1	2.8%	-5.2%	11.6%
O=C(O)c1ccc(COCC(F)(F)C(F)F)o1	4.3%	-3.9%	-1.4%
Cc1csc(-c2cnn(-c3ccccc3)c2NC(=O)c2cccc(F)c2)n1	6.3%	-2.0%	0.7%
CCS(=O)(=O)N1Cc2ccccc2CC1C(=O)N(C)CC(=O)Nc1ccc(OC)cc1 (stereo unspecified)	.	0.6%	17.2%
S=c1[nH]cc(-c2ccccc2)n1-c1ccccc1	3.7%	3.55µM*	0.9%
Cc1ccc(-c2c3c(=O)n(C)c(=O)n(C)c3c3n2-c2ccccc2NC3c2ccc(C)cc2O)cc1 (stereo unspecified)	.	-2.9%	-9.3%

The closing 2 records of the part above are carried over, then new ones follow.
Molecule	N370S GC	GCN5L2 inh	FEN1 inh
S=c1[nH]cc(-c2ccccc2)n1-c1ccccc1	3.7%	3.55µM*	0.9%
Cc1ccc(-c2c3c(=O)n(C)c(=O)n(C)c3c3n2-c2ccccc2NC3c2ccc(C)cc2O)cc1 (stereo unspecified)	.	-2.9%	-9.3%
COc1ccc(C(C(=O)NC2CCCC2)N(C(=O)c2ccoc2C)c2ccc(C)cc2)cc1 (stereo unspecified)	-4.1%	1.0%	-11.6%
C1CCC(CNc2c3c(nc4nnnn24)CCCC3)CC1	-4.3%	-2.1%	-10.4%
Cc1ccc(S(=O)(=O)N2CC(=O)NC(=O)C2)cc1	-3.4%	-2.5%	0.0%
CN(Cc1ccccc1)C(=O)COC(=O)c1ccc(Cl)c(N)c1	6.1%	42.8%[activator]	0.2%
Cc1ccc(SCC(c2ccccc2)N2CCN(CCc3ccccc3)CCC2=O)cc1 (stereo unspecified)	-7.5%	.	?
CCCCN(C(=O)c1ccc([N+](=O)[O-])s1)c1c(N)n(CCCC)c(=O)[nH]c1=O	-2.2%	-3.5%	0.9%
CS(=O)(=O)N1CCC[C@@]2(CCN(c3ccccc3)C2)C1	2.4%	-1.7%	.
O=C(NCC(=O)N1CCCCCCC1)c1ccccc1Br	-1.7%	-3.0%	-11.1%
CCc1nn(CC(=O)NCc2cccnc2)c(=O)c2cc3occc3n12	-19.3%	-0.9%	17.9%
CCOc1ccc(-c2cn(S(=O)(=O)c3cccc4nsnc34)nc2N)cc1	-9.0%	-3.8%	1.9%

(next part)
| canonical_smiles | N370S GC | GCN5L2 inh | FEN1 inh |
| --- | --- | --- | --- |
| O=c1[nH]ncc2c3ccccc3n(Cc3ccc(F)cc3)c12 | 11.4% | -1.0% | 7.0% |
| CCCS(=O)(=O)N1CC(=O)N(c2ccccc2F)C(C)(C(=O)NC2CCCCCC2)C1 (stereo unspecified) | . | -6.8% | 3.1% |
| CCOC(=O)CCN1C(=O)c2ccccc2Sc2ncccc21 | -2.3% | -0.6% | 9.6% |
| Cc1cccc(C)c1NC(=O)C1CCCN1C(=O)Nc1cccc(F)c1 (stereo unspecified) | -6.2% | 2.6% | 1.4% |
| COC(=O)c1cc(OC)c(OC)cc1NC(=S)N1CCN(c2ccccn2)CC1 | 10.5% | -5.8% | -2.4% |
| CCOC(=O)c1c(C)oc2nc(C)nc(NCC3CCN(Cc4ccc(C)cc4)CC3)c12 | . | 0.5% | 3.0% |
| C/C(N)=C(/C#N)C(=O)CSc1nc2cc(Cl)ccc2c(=O)n1-c1ccc(C)cc1 | -8.5% | -7.6% | -0.2% |
| CCCS(=O)(=O)c1c(S(=O)(=O)CCC)c2cc(-c3ccncc3)ccn2c1C(=O)OC | ? | -3.7% | 2.6% |
| CCSc1ccccc1C(=O)NCc1ccc(OC)cc1 | 5.3% | 1.6% | -16.6% |
| O=C(Nc1cccc(Cl)c1)c1ccc2c(c1)OCCO2 | -6.3% | -0.9% | -15.3% |
| CCN(CC)C(CNC(=O)CSc1nnnn1-c1cccc(F)c1)c1ccco1 (stereo unspecified) | . | -3.0% | -2.1% |
| CN(CC(=O)Nc1ccc(Cl)cc1)C1CCCCC1 | -10.0% | -0.6% | -3.5% |
| Cc1cc(C(=O)COc2cc(F)ccc2[N+](=O)[O-])c(C)n1CC1CCCO1 (stereo unspecified) | . | -0.8% | 9.8% |
| CCOc1ccc(CN2C(=O)c3ccccc3C2C(=O)NCC2CCCO2)cc1 (stereo unspecified) | -2.6% | -5.0% | -1.7% |
| CCC(=O)N1CCc2cc(S(=O)(=O)CCC(=O)N3CCN(c4ccccc4Cl)CC3)ccc21 | . | 3.0% | -2.8% |
| O=C(NCCCO)C(=O)NCC(c1ccc2c(c1)OCO2)N1CCN(c2ccc(F)cc2)CC1 (stereo unspecified) | -7.4% | -0.1% | 7.4% |
| Cn1cc(CN(C(=O)Nc2ccccc2)C2CCCCC2)c2ccccc21 | . | -6.8% | -15.9% |
| COc1ccccc1OCC(=O)Nc1ccc(S(=O)(=O)Nc2cc(C)nc(C)n2)cc1 | -7.3% | 3.6% | -0.4% |
| CS(=O)(=O)N1CCc2cc(C(=O)Nc3ccccc3Br)ccc21 | 9.7% | 0.2% | -15.6% |
| COc1ccc(/C=N/NC(=O)c2[nH]c(C)c(C(=O)N/N=C/c3ccc(OC)cc3)c2C)cc1 | -8.2% | -11.5% | 1.7% |
| CC(C)CCNC(=O)CN(C(=O)CCC(=O)Nc1ccccn1)c1ccc(F)c(Cl)c1 | -5.6% | -14.7% | -12.5% |
| CC12CCC(C(=O)NC3CCCCC3)([C@H](Br)C1=O)C2(C)C (stereo partly specified) | -0.5% | 0.5% | -1.8% |
| CCc1ccc(-n2nc(C)c3c(C(=O)Nc4cc(C)c(Cl)cc4OC)cc(C)nc32)cc1 | . | -20.0% | 6.6% |
| CC1(C)NC(=O)N(CC(O)Cn2c3ccccc3c3ccccc32)C1=O (stereo unspecified) | 1.1% | 4.6% | -6.1% |
| Cc1ccc(-c2nnc3ccc(SCC(=O)Nc4cc(C)on4)nn23)cc1 | 28.1% | -7.2% | 5.0% |

Record cards, from the list above.
CCCS(=O)(=O)c1c(S(=O)(=O)CCC)c2cc(-c3ccncc3)ccn2c1C(=O)OC in the list: N370S GC = ?; GCN5L2 inh = -3.7%; FEN1 inh = 2.6%
C/C(N)=C(/C#N)C(=O)CSc1nc2cc(Cl)ccc2c(=O)n1-c1ccc(C)cc1 in the list: N370S GC = -8.5%; GCN5L2 inh = -7.6%; FEN1 inh = -0.2%
O=c1[nH]ncc2c3ccccc3n(Cc3ccc(F)cc3)c12 in the list: N370S GC = 11.4%; GCN5L2 inh = -1.0%; FEN1 inh = 7.0%

Next entries.
| canonical_smiles | N370S GC | GCN5L2 inh | FEN1 inh |
| --- | --- | --- | --- |
| Cn1c(SCC(=O)c2c(N)n(C)c(=O)n(C)c2=O)nnc1-c1ccccc1F | 7.3% | -10.5% | 8.3% |
| Cc1ccc2nc(C3CCCN(C(=S)Nc4ccccc4C)C3)[nH]c2c1 (stereo unspecified) | . | -7.0% | -2.1% |
| Cc1occc1-c1nnc(SCC(=O)NCc2cccs2)n1-c1ccc(F)cc1 | -5.5% | -1.2% | -3.0% |
| COc1ccc([C@H]2CC(=O)C=C(c3cc(OC)ccc3OC)C2)cc1 | . | -14.6% | -20.8% |
| Cc1noc(C)c1C(=O)Nc1ccc(S(=O)(=O)N2CCCCC2)cc1 | -12.4% | -17.8% | -3.2% |
| CC(C)C(=O)Nc1nnc(-c2ccccc2)o1 | 4.6% | -0.1% | -3.1% |
| O=c1c(NCCc2ccccc2)c(-c2ccccc2)c1=O | -8.6% | ? | 12.7% |
| COC(=O)c1c(N2C(=O)[C@H]3[C@@H](C2=O)[C@]2(C(=O)Nc4c2ccc(C)c4C)N2CCC[C@@H]32)sc(C)c1C | 0.7% | -1.5% | 6.0% |
| Cc1ccc(CNC(=O)c2cncc(Br)c2)cc1 | 1.9% | -8.0% | 0.8% |
| COc1cc(C(=O)NC(C)CCn2cccn2)ccc1OC1CCN(C(C)=O)CC1 (stereo unspecified) | -2.3% | -7.4% | 2.9% |
| COc1ccc(OC)c(-c2csc(NC(=O)COC(=O)C3(C)CC3(Cl)Cl)n2)c1 (stereo unspecified) | . | -10.1% | -14.7% |
| COC(=O)NCCc1cc(OC)c(OC)cc1S(=O)(=O)N1CC(=O)Nc2ccccc21 | 2.8% | -3.2% | -3.1% |
| COc1ccccc1NC(=O)c1ccc(COc2ccccc2Br)o1 | ? | -21.4% | 1.6% |
| COc1ccc(-c2cc(C)nc3c(-c4ccccc4)cnn23)cc1 | 6.4% | -2.1% | -1.5% |
| NC(=O)c1ccccc1NC(=O)c1ccc2ccccc2c1 | -2.9% | -13.8% | -1.8% |
| COCCN1C(=O)N(c2cccc(OC)c2)C(=O)C1CC(=O)Nc1ccccc1 (stereo unspecified) | . | -1.1% | 16.5% |
| Cc1nc2ccc(NC(=O)c3cc(S(=O)(=O)N(C)c4ccccc4)ccc3Cl)cc2s1 | -1.6% | -2.3% | -2.9% |
| COc1ccccc1N1N=C(c2cccs2)CC1c1ccccc1 (stereo unspecified) | 10.3% | -25.6% | -7.5% |
| Cc1ccc(NS(=O)(=O)c2ccc3[nH]c(=O)ccc3c2)cc1N(C)C | . | 1.3% | -11.0% |
| CC(=O)N(C)c1ccc(C(O)(C(F)(F)F)C(F)(F)F)cc1 | -7.3% | -6.1% | -11.5% |
| O=C(C1CCCO1)N1CCN(C(=S)Nc2ccccc2)CC1 (stereo unspecified) | 16.0% | -7.5% | 0.3% |
| CCOc1ccc(NC(=O)CN(C)C(=O)c2ccc(N3CCCCCC3)c([N+](=O)[O-])c2)cc1OCC | -4.6% | -13.1% | 6.3% |
| O=C[C@@H]1CCCN1C(=O)[C@@H]1CCCN1C(=O)OCc1ccccc1 | -2.0% | -1.7% | . |
| OCCNc1nc(N2CCCC2)nc(N2CCCC2)n1 | -5.1% | -1.8% | 5.8% |
| c1ccc(-n2ncc3c(N4CCN(c5ccccn5)CC4)nc(N4CCCCCC4)nc32)cc1 | 8.8% | -4.3% | 9.6% |

A portion of the library, so the mix of outcomes need not match the whole.
